Measles CPE: compounds protecting cells from measles virus cytopathic effect, primary screen, measles RdRp inhibitor project, single point, MLSMR library, absorbance | Measles virus-infected cells, CPE protection | protection (pct of control), % at 4 µM | hit rate 1.5% among 140,000 | AID 841, 2007; in the data active = protection mostly above about 24%, no sharp cut-off; inactive = mostly below about 26%; also: some compounds called inactive have numbers as strong as hits
E-sel TNF inh: E-selectin induction blockers in HUVEC – imaging, immunofluorescence, high content, primary screen; HUVEC TNFa-induced E-selectin immunofluorescence; inhibition, % at 2 µM; hit rate 0.71% among 120,000;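 active = inhibition above the batch mean plus 3 SD, and confirmed as a hit on visual image review, cut at about 43% in these data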;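 also: 0% = TNF-stimulated DMSO wells and 100% = unstimulated control wells; not every result past the cut was called active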
Yeast life ext: compounds extending yeast replicative lifespan, primary screen, S. cerevisiae, OD615 | S. cerevisiae growth with nicotinamide; deaD strain in restrictive glucose medium | inhibition of the nicotinamide effect, % at 10 µM | hit rate 0.68% among 130,000;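 active = inhibition above a set limit, placed 3 SD over the median of all compounds, cut at about 26% in these data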;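 also: 0% = nicotinamide-treated wells and 100% = cells grown without nicotinamide; some compounds called inactive have numbers as strong as hits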
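assay system = DeaD-strain S. cerevisiae | buffer or medium = restrictive glucose medium | reagent = 1.5 mM nicotinamide | compound = 10 µM single point, 0.25% DMSO | incubation = 48 h compound exposure at 30 °C, humidified | signal = OD615 measurement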
Yeast growth inh: growth inhibitors of yeast BB579 in restrictive medium, primary screen, yeast lifespan-shortening project, S. cerevisiae. AID 804, 2007. hit rate 0.51% among 140,000. OD615, 48 h. inhibition, % at 10 µM;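 active = inhibition above a set limit, 3 SD over the mean compound inhibition, cut at about 44% in these data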; also: inactives centre near -24
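Test system: S. cerevisiae DeaD strain BB579 yeast; Medium: restrictive CSMM-D medium; Compound: one dose, 10 µM compound with 0.25% DMSO; Incubation: 4 h cell preincubation, 48 h compound exposure, 30 °C humidified; Signal: OD at 615 nm; Benchmarks: amphotericin B at 10 µg/mL as positive control.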
MRP1 act: H69AR viability gain despite doxorubicin, primary screen, MRP-1 activator project, H69AR cells, CellTiter-Glo; viability rescue; viability increase, % at 10 µM; hit rate 0.61% among 140,000;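 active = viability gain under doxorubicin at or above a set limit, the compound median plus 3 SD, cut at about 4.7% in these data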;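 also: MRP-1 overexpressing cells given doxorubicin 25 µM after compound pretreatment; 18-22 h compound pretreatment then 72 h with doxorubicin before readout; 0% = doxorubicin-only wells and 100% = vehicle-treated cells without doxorubicin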
HCT116 PTEN-null: growth suppression of PTEN-null HCT116, primary screen, cell-based, CellTiter-Glo | HCT116 PTEN-null viability, 60 h; active compounds read low | viability, % at 10 µM | hit rate 1.2% among 140,000;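 active = viability at or below a set limit, 4 SD under the median of all tested compounds, cut at about 3.7% in these data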;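 also: PTEN knockout HCT116 line with beta catenin targeted HCT116 as companion control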
NPY Y2 blocker: NPY-Y2 receptor antagonists, primary screen, cell-based; NPY-Y2 expressing cells, antagonist mode; inhibition, % at 2.7 µM; hit rate 0.99% among 140,000; AID 793, 2007; in the data active = inhibition above about 17%;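 also: 0% = vehicle with agonist challenge and 100% = reference antagonist with challenge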
Target sequence (P49146 whole entry, looked up): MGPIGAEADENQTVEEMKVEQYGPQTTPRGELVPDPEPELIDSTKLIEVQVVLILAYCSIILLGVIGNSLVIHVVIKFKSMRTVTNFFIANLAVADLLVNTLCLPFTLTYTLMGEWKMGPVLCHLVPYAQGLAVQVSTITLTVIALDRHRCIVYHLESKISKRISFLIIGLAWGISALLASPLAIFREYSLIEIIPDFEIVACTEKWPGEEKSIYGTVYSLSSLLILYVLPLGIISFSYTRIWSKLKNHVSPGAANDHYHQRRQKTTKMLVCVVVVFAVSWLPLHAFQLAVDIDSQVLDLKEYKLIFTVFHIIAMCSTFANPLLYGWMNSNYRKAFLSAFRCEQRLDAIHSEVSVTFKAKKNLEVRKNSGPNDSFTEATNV
Phagocyt inh: inhibitors of macrophage phagocytosis, primary screen, imaging, J774A.1 cells, IgG beads; J774A.1 macrophage IgG-bead phagocytosis; AID 1029, 2008; hit rate 0.07% among 110,000; inhibition, % at 5 µM;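 active = inhibition above the mean of the plate negative controls plus 5 SD, cut at about 13% in these data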;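 also: phagocytic index as fraction of beads internalized from green versus red external bead signal; plate controls were DMSO negative control for no effect and cytochalasin-D positive control for full effect; some results beyond the cut were filed as inactive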
bCat KO growth: primary screen for growth suppressors in beta-catenin knockout HCT116 cells (colon tumor, human); HCT116 beta-catenin knockout viability, CellTiter-Glo, 60 h; active compounds read low; hit rate 1.5% among 140,000; viability, % at 10 µM;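 active = viability at or under a set limit, the compound median less 4 SD, cut at about 6% in these data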;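 also: 0% = Hyamine 1622 control at 20 µM and 100% = untreated cell control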
GALR2 blocker: GALR2 antagonists in receptor-expressing cells, primary screen. hit rate 0.39% among 140,000. AID 828, 2007. antagonist mode. inhibition, % at 4 µM; in the data active = inhibition above about 27%;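 also: cells stimulated with galanin 1-16 at roughly its EC80; 0% = agonist challenge control and 100% = basal control without agonist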
Target sequence (O43603 whole entry, looked up): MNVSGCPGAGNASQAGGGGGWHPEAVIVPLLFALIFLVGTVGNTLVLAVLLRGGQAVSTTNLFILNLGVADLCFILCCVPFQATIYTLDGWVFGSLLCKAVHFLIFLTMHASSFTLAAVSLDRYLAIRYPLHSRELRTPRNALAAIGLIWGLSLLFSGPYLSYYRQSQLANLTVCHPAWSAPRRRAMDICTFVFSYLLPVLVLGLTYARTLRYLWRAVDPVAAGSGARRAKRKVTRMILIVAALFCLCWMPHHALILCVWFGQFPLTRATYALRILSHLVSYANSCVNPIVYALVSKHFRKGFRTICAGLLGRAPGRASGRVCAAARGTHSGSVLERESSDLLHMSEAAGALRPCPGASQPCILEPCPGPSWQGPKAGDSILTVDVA
* marks the source's active call; other numbers are inactive results; . = no result given. Compounds were not picked by outcome (roughly 6.3% active in at least one column).

SMILES	Measles CPE	E-sel TNF inh	Yeast life ext	Yeast growth inh	MRP1 act	HCT116 PTEN-null	NPY Y2 blocker	Phagocyt inh	bCat KO growth	GALR2 blocker
CCN(CC)C(=O)CSc1nnc(-c2ccncc2)n1N	3.5	-10.9	-18.5	-19.0	-1.8	113.7	0.2	.	112.9	-8.7
COc1cc(CNC2CCC(C)C2)cc(OC)c1 (stereo not given)	5.3	3.9	-7.5	-12.0	-2.0	92.1	-0.8	1.0	86.5	-8.4
c1ccc(C2=Nn3c(nnc3-c3ccccn3)SC2)cc1	30.5	-4.7	-4.3	-16.0	-1.5	104.3	-3.2	0.2	92.5	12.0
COCC(C)NCc1ccc(C)cc1C (stereo not given)	5.3	.	-27.6	-22.8	-1.1	92.2	2.3	-0.8	107.0	-5.3
COC(=O)C1C(=O)c2c([nH]c(C(=O)OCC3CCCO3)c2C)CC1C (stereo not given)	3.7	-3.5	-6.9	-39.1	0.1	106.6	1.3	-0.4	110.1	-1.9
CC1=C(OC(=O)c2ccc(Br)cc2)C(C)(C)C(c2ccccc2)OC1=O (stereo not given)	2.1	-3.7	-3.9	-71.1	-2.3	103.0	4.6	0.4	94.7	-18.9
O=C(NNc1cccc(Cl)n1)c1cccnc1Cl	4.0	.	-3.2	-14.7	-2.4	91.4	-1.4	2.5	92.8	-2.7
COCCNC(=O)C(c1ccc(C)o1)N(C(=O)c1snc(C(N)=O)c1N)c1cc(C)cc(C)c1 (stereo not given)	3.4	.	-26.7	-35.3	-5.4	46.0	4.0	-0.8	62.3	-8.8
CCOC(=O)CC(=O)CSc1nc2ccccc2c(=O)n1-c1ccc(C(=O)N2CCOCC2)cc1	2.5	2.7	-5.1	-33.5	-0.9	108.3	1.6	.	103.7	1.1
CCCc1cc(C(=O)OC)c(NC(=O)c2cc(C)on2)s1	16.3	-7.7	.	-22.7	0.6	84.2	2.3	.	84.9	8.3
O=S(=O)(NCC1CCCO1)c1cccc(S(=O)(=O)N2CCCC2)c1 (stereo not given)	2.5	.	-2.8	-22.4	-1.0	93.6	2.2	-1.0	92.3	2.9
COC(=O)Cc1c(C)c2ccc(OCC(=O)NCc3ccc4c(c3)OCO4)cc2oc1=O	14.5	-38.0	20.2	-38.7	1.1	94.3	3.5	-1.3	102.7	-3.6
O=C(Cn1c(=O)oc2ccccc21)Nc1nc(-c2ccccc2)cs1	9.7	5.9	-11.7	-49.5	2.8	94.4	2.9	-0.2	91.6	6.9
C=CCC(C)(NCc1ccccc1)c1ccc(C)cc1 (stereo not given)	6.2	14.6	8.0	-27.7	-3.9	83.7	8.5	-4.3	69.6	7.6
CCc1ccccc1NC(=O)c1cccs1	4.1	.	-8.3	-44.6	-0.9	103.5	1.6	-0.5	103.4	-3.6

Brought forward from above: two entries; new compounds follow.
SMILES	Measles CPE	E-sel TNF inh	Yeast life ext	Yeast growth inh	MRP1 act	HCT116 PTEN-null	NPY Y2 blocker	Phagocyt inh	bCat KO growth	GALR2 blocker
C=CCC(C)(NCc1ccccc1)c1ccc(C)cc1 (stereo not given)	6.2	14.6	8.0	-27.7	-3.9	83.7	8.5	-4.3	69.6	7.6
CCc1ccccc1NC(=O)c1cccs1	4.1	.	-8.3	-44.6	-0.9	103.5	1.6	-0.5	103.4	-3.6
COc1cccc(CNC(=O)C2CCN(S(=O)(=O)c3ccccc3)CC2)c1	25.5	.	-3.4	-14.9	-1.1	83.9	1.0	1.3	93.0	-2.2
CC(C)(C)NS(=O)(=O)c1ccc(N2C(=O)c3ccccc3C2=O)cc1	14.1	0.3	-4.3	-24.3	-1.0	108.0	-0.8	-0.8	94.3	-1.8
COc1ccc2nc(SCC(=O)O)nc(C)c2c1	12.0	.	18.2	-6.6	-2.3	96.6	8.3	9.5	88.3	-6.3
Cc1cc(C)n(-c2ccc(C(=O)OCC(=O)c3c(N)n(C)c(=O)n(C)c3=O)cc2)n1	10.3	-19.2	-12.4	13.4	2.1	64.9	1.0	1.0	69.1	11.9
Cc1csc(SCC(=O)Nc2ccc(S(=O)(=O)N3CCCC3)cc2)n1	6.9	10.0	-18.7	-13.5	-1.1	108.3	1.8	-0.7	93.8	8.3
COc1ccc2nc(N3CCCCC3)c(C#N)cc2c1	0.5	.	-22.4	-43.4	3.0	96.9	0.3	-0.2	101.3	1.9
CCN(CC)c1ccc(C2CC(=O)Nc3cc(OC)c(OC)cc32)cc1 (stereo not given)	18.0	-26.6	-0.5	-17.9	-1.9	72.9	1.0	-2.2	81.0	5.1
CCOC(=O)c1ccc(Oc2nc(N(C)C)nc(N(C)C)n2)cc1	14.7	-4.4	-11.9	-2.3	3.0	89.7	5.9	-0.1	89.4	-15.1
Fc1ccccc1/C=N/n1cnnc1	15.5	19.0	-12.7	-6.1	-0.2	106.3	1.8	-0.8	99.3	-7.9
Cc1ccc(Nc2nnc(SCC(=O)Nc3cccc(S(=O)(=O)NC4=NCCCCC4)c3)s2)c(C)c1	5.5	-5.4	-2.8	-28.5	-0.9	91.1	-0.7	-2.1	89.6	-2.1
Cc1ccc(NC(=O)COC(=O)CN2C(=O)COc3ccccc32)cc1	6.7	2.1	-20.9	2.1	-2.3	102.3	-0.6	1.6	106.2	-3.3
C=CCn1sc(N)c(C(=O)OCC)c1=S	2.2	-38.5	-11.7	-4.9	1.8	99.2	-5.3	-0.4	104.0	-30.7
O=C(CN1C(=O)C2CC=CCC2C1=O)Nc1nnc(SCc2ccc(Cl)cc2)s1 (stereo not given)	22.9	11.1	-7.9	-11.1	-2.0	79.1	15.1	-0.4	79.4	14.8
CCC(c1nnc(SCC(=O)Nc2ccc(Cl)cc2C(F)(F)F)n1C1CCCCC1)N(C)C (stereo not given)	5.2	12.2	3.8	-35.6	-1.4	79.2	2.6	-6.4	98.0	0.8
CC(C)(C)C1=Nn2c(nnc2-c2ccccc2F)SC1	6.1	4.8	-9.1	-26.7	0.2	99.8	0.1	-0.6	99.3	8.6
Nc1ccc(C(=O)N/N=C2\CCCc3c2[nH]c2ccccc32)cc1	32.2	21.7	-11.0	-34.6	-2.5	77.4	1.7	.	83.7	-0.5
CCOC(=O)Cc1csc(NC(=O)c2ccc(NC(C)=O)cc2)n1	11.8	-1.5	.	-3.7	-1.9	98.5	-1.9	.	97.2	8.3
COc1cc(C2N(c3ccc(F)cc3)C(=O)C3CCCN32)cc(OC)c1OC (stereo not given)	8.7	33.7	-9.8	-6.8	-1.5	78.7	6.0	-0.1	74.1	3.3
O=C1CS/C(=N/N=C/c2ccccc2OS(=O)(=O)c2ccccc2)N1	3.6	-14.0	4.5	-26.6	-1.3	80.0	-0.1	-0.4	71.6	-1.4
CC(C)CC(=O)Nc1sc2c(c1C#N)CC(C)(C)NC2(C)C	3.3	4.3	-14.4	-49.1	-1.5	92.7	4.4	3.9	94.5	20.1
O=C(Nc1nccs1)c1ccc(Br)c(S(=O)(=O)N2CCOCC2)c1	16.1	-15.0	.	-32.8	-1.5	95.6	5.2	.	107.8	-1.3
CCc1c(C)nc2ncnn2c1NCCc1ccc(OC)c(OC)c1	9.3	-20.4	-4.9	-18.0	-3.9	100.6	1.4	.	87.9	4.6
C/C=C(\C)CN1CCN(c2ccccc2)CC1	5.6	11.6	-13.6	-39.0	-1.0	88.1	0.2	-0.5	82.2	-0.5
CCOC(=O)c1sc(NC(=O)C(CC)OC(=O)C(CC(C)C)NC(=O)c2ccccc2)nc1C (stereo not given)	17.5	-13.4	-16.1	-0.8	-1.1	103.6	2.3	.	93.9	3.6
O=C(COC(=O)CCC1CCCC1)Nc1ccc(Cl)cn1	4.8	-15.7	0.5	-43.7	-0.5	96.3	4.7	-0.3	92.2	-2.0
CCOC(=O)N1CCC(NC(=O)C(NC(=O)C2CCC(C)CC2)C(C)CC)CC1 (stereo not given)	4.6	-9.9	-10.4	-35.6	-1.7	61.9	0.9	1.8	52.2	7.6
Cc1ccc(-c2nc(-c3cccnc3)sc2CC(=O)Nc2ccc3nc(C)sc3c2)cc1	4.2	.	-1.1	-39.9	-2.8	69.5	-1.5	-7.1	73.8	-10.9
CCN1CCCC1CNC(=O)COc1cc(=O)n(C)c2ccccc12 (stereo not given)	1.9	7.1	25.5	-31.3	-1.2	89.0	3.1	1.6	77.3	7.0
N=c1scc(-c2ccccc2)n1/N=C/c1ccco1	31.3	-3.2	-5.8	-35.5	-2.6	95.6	0.5	-7.3	81.5	14.2
CC1(C)CC(=O)C(CCCN2C(=O)c3ccccc3C2=O)C(=O)C1	7.3	-5.5	2.9	-54.0	-2.7	98.1	-2.2	.	117.2	7.2
COc1ccc(CCNC(=O)C(=O)NCC2OCCN2S(=O)(=O)c2ccc(Br)cc2)cc1OC (stereo not given)	8.6	.	11.0	-45.8	-1.3	42.2	6.6	-6.7	39.5	10.2
CN=C(Nc1cc(C)nn1-c1ccccc1)c1ccc(F)cc1	23.2	-5.0	-3.4	-56.0	-0.2	88.8	-1.5	.	96.6	9.0
O=C(Cn1cc2c(n1)CCCCC2)NC1CCCCCC1	7.2	-49.0	-3.9	23.8	-0.2	85.8	-0.3	-0.5	91.9	10.1
FC(F)(F)c1ccc(N2CCOCC2)c(NC2=NCCCCC2)c1	5.2	2.8	-4.4	-25.5	-2.1	95.5	2.3	-0.2	90.1	9.3
CN(CCOC(=O)c1ccc2c(c1)OCCO2)C(C)(C)C	87.7*	-3.1	.	-38.2	-0.5	97.3	3.3	.	92.5	-0.2
CCCc1nnc(NC(=O)CCC(=O)N2CCCCCC2)s1	19.1	.	-10.2	-3.5	-2.4	89.9	5.2	1.1	84.5	0.9
COc1ccc(N2CCN(C(c3nnnn3CCc3ccccc3)C(C)C)CC2)cc1 (stereo not given)	6.1	-26.1	-11.7	-53.6	0.7	74.9	3.1	-0.9	81.0	-0.2
CC(Oc1cccc(Cl)c1)C(=O)NCCCCc1ccccc1 (stereo not given)	10.3	3.0	5.4	-17.0	-1.1	90.6	4.5	-9.9	94.2	1.8
Cc1ccc(CNC(=O)c2ccc(C#CC(C)(C)O)s2)cc1	17.4	0.0	1.1	-23.9	-1.1	101.6	3.5	-2.2	96.3	12.2
COc1cc(C)nc(N2CCC(C(N)=O)CC2)n1	4.7	16.1	-6.7	-6.9	-0.3	96.0	8.0	-1.1	97.8	10.0
CN(C)c1ccc(C(=O)OCC(=O)Nc2ccc(S(N)(=O)=O)cc2)cc1	5.7	42.2	-19.8	-41.5	0.3	94.3	2.2	-0.1	79.7	12.0
